# Bioassay records (PubChem BioAssay)
# A549 viability: A549 cytotoxicity, counter-screen for Nrf2 inhibitors; A549 ARE-Fluc cells, CellTiter-Fluor viability, 18-24 h; Potency, µM (doses to about 46 µM), for inactives: at the highest dose activity change, negative = cytotoxicity, usual class: inhibitors; 390,000 tested, 0.16% active; further: potency means the concentration at half of the fitted maximal effect; on the % scale 0 is the no-effect control and ±100 the full control effect
#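 Cytotoxicity counterscreen: CellTiter-Fluor fluorescence was measured in A549 ARE_Fluc cells after 18-24 h of compound exposure in a concentration series. The subsequent BugLite luminescent read reports ARE-luciferase activity.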
# TGFb inhibitor: TGF-b pathway inhibition; HepG2 CAGA-GFP TGF-b/SMAD3 reporter, GFP fluorescence, 18 h; TGF-beta stimulated, 500 pg/mL final; Potency, µM (titrated, usually from 46.1 µM), without a hit: at the highest dose activity, negative = inhibition, most hits filed as inhibitors; 410,000 tested, 1.2% active; AID 588855; further: potency means the concentration at half of the fitted maximal effect; on the % scale 0 is the no-effect control and ±100 the full control effect; nearly all actives have a fitted effect of over 65% in size
#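 First, reporter cells (HEPG2 CAGA-GFP) rested 2 h at 37 degrees C. Next, compounds were pinned in and TGF-beta added to 500 pg/mL final. After 18 h, GFP was imaged per cell and summed per well.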
# IL-2 act: activators of IL-2; IL-2 activation reporter assay, cell-based qHTS; stimulated with anti-CD3/CD4/CD28 beads; in transgenic mouse T cells; activation, % (series mostly up to about 46 µM); 360,000 tested, 0.065% active; AID 652025; in the data active means activation above about 50%; inconclusive means mostly about 30% to 49%; further: 0% is about no effect
#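 Quantitative HTS in unstimulated transgenic mouse T cells, with memory T cells as non-tolerant control and PMA/ionomycin as tolerance-bypass control. Compound pretreatment lasted 60 minutes before 18 h bead stimulation; EGFP/DsRed fluorescence read.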
# EPAC2 agonist: activates human EPAC2 exchange factor; Q8WZA2; EPAC2 activation, biochemical qHTS; response scale: 100% = 6.5 mM cAMP response; Potency, µM (titrated, usually from 154 µM), without a hit: at the top dose activation, usual class: activators; 360,000 tested, 0.079% active; AID 720711; further: potency means the concentration at half of the fitted maximal effect; nearly all actives have a fitted effect of over 50% in size
# Target sequence (Q8WZA2 whole entry, looked up): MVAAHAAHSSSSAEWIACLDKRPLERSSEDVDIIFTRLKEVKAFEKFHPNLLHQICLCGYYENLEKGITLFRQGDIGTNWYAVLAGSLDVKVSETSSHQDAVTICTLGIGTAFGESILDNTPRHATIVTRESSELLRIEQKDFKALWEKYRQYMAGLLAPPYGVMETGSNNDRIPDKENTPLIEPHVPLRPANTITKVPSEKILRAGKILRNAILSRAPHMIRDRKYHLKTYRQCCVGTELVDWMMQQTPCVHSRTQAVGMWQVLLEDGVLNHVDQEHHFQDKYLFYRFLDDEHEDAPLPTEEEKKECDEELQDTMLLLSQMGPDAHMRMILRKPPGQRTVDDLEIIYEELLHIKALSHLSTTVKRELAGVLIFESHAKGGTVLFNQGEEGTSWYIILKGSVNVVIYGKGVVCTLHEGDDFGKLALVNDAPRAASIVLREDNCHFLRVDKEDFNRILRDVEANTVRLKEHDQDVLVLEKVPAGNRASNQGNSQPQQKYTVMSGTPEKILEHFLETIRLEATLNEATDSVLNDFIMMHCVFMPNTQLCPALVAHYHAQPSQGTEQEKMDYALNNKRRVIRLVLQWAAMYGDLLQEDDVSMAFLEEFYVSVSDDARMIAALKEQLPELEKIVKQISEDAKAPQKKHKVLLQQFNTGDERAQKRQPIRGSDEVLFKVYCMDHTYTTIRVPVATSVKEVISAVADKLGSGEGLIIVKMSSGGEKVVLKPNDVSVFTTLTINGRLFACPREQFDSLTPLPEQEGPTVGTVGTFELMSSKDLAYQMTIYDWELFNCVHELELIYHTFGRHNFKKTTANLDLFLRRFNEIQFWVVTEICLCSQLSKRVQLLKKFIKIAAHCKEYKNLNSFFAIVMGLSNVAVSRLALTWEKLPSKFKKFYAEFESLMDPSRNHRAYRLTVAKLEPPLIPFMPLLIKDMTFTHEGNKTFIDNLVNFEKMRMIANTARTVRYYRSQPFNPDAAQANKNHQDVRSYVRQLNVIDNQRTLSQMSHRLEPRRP
#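 Nucleotide exchange monitored as fluorescence drop when BODIPY-GDP leaves Rap1B. Reaction: 100 nM EPAC2, 250 nM RAP1B-BODIPY-GDP, 50 uM GDP, room temperature, kinetic read over 30 min. Activity expressed relative to 6.5 mM cAMP.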
# ATXN2 expr inh: inhibitors of ATXN2 expression; HEK-293 ATXN2-luciferase reporter, luminescence, 24 h; Potency, µM (highest dose often 57 µM), without a hit: at the highest dose activity change, negative = inhibition, usual class: inhibitors; 360,000 tested, 0.72% active; AID 1745845; further: potency means the concentration at half of the fitted maximal effect; on the % scale 0 is the no-effect control and ±100 the full control effect; nearly all actives have a fitted effect of over 55% in size
#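 ATXN2-luciferase reporter cells (luciferase flanked by upstream and downstream ATXN2 gene portions) were treated 24 h at 37 °C with compounds at up to 57 uM. SteadyGlo luminescence gave expression; GF-AFC fluorescence gave viability.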
# Nrf2 activator: activators of Nrf2 (ARE) signaling; AREc32 ARE-luciferase reporter (MCF7-derived line), luminescence, 24 h; Potency, µM (doses to about 46.1 µM), for inactives: at the top dose activation, most hits filed as activators; 410,000 tested, 0.31% active; AID 624171; further: potency means the concentration at half of the fitted maximal effect; % of control where 0% means no effect; nearly all actives have a fitted effect of over 65% in size
#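 Luminescent ARE reporter assay in AREc32_Fluc cells: overnight plating at 37 deg C, 24 hr compound incubation, Steady-Glo added, 30 min RT before reading.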
# HepG2 viability: HepG2 cytotoxicity, counter-screen for TGF-b inhibitors; HepG2 CAGA-GFP viability, ATP luminescence, 18 h; Potency, µM (doses to about 46.1 µM), for inactives: at the top dose activity change, negative = cytotoxicity, actives largely listed as cytotoxic; 410,000 tested, 0.76% active; AID 588856; further: potency means the concentration at half of the fitted maximal effect; some results filed as inactive show a strong effect at the top dose
#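 HepG2 CAGA-GFP cells (1000/well, DMEM with 1% FBS) received compound, then TGF-beta at 500 pg/mL final, and were incubated 18 hours at 37 degrees C. Viability was read by CellTiter-Glo luminescence. Media-only wells were set as complete cell-killing and DMSO as no toxicity.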
# ATXN viability: reduces viability in counter-screen for ATXN expression inhibitors; 400,000 tested, 0.49% active; Potency, µM (titrated, usually from 56.7 µM), actives largely listed as cytotoxic; S2 cells (HEK-293 line with an ATXN2-luciferase reporter) viability, CellTiter-Fluor protease fluorescence, 24 h; further: potency means the concentration at half of the fitted maximal effect; nearly all actives have a fitted effect of over 40% in size
# Nrf2 inh: blocks Nrf2 signaling; A549 ARE-Fluc reporter, luciferase luminescence, 18-24 h; Potency, µM (doses to about 46 µM), without a hit: top-dose activity change, negative = inhibition, actives largely listed as inhibitors; 360,000 tested, 2.1% active; further: potency means the concentration at half of the fitted maximal effect; on the % scale 0 is the no-effect control and ±100 the full control effect; nearly all actives have a fitted effect of over 60% in size
#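 A549 ARE_Fluc cells (5000/well, 5% FBS OPTI-MEM) pre-incubated 2 h, then treated with compounds 18-24 h at 37C/5% CO2 in concentration-response. CellTiter-Fluor viability read first; BugLite luciferase luminescence after 15 min at room temperature gives Nrf2 activity.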
# * = called active by the depositor; i = inactive; ? = inconclusive; nt = not tested or not shown; [ ] = another dose, or the depositor's remark. Unless noted, the call rests on the fitted dose curve; in most records, active means well fitted curve in the direction sought with a large enough effect; inconclusive means small, poorly fitted or top-dose-only effect, or another doubt; inactive means no such curve, though single readings can be large; an effect the other way counts as inactive or inconclusive. Random draw from the library; 4.3% or so of the library scored in one or more.
# Key to letters – A = A549 viability; B = TGFb inhibitor; C = IL-2 act; D = EPAC2 agonist; E = ATXN2 expr inh; F = Nrf2 activator; G = HepG2 viability; H = ATXN viability; I = Nrf2 inh
1) O=C(CN1C(=O)C(=O)N(CCC2=CCCCC2)C1=O)Nc1ccc(F)cc1F
  A = -5%	B = -23%	C = -0.3	D = -9%	E = -11%	F = 0.3%	G = 3%	H = ?	I = 16%

2) COc1ccc(/C=C\c2nc(=O)c3ccccc3o2)cc1
  A = 1%	B = -2%	C = -3.3	D = 1%	E = ?	F = 13%	G = -3%	H = i	I = 5%

3) C=CCc1cc(Cl)ccc1OCCn1ccnc1
  A = -1%	B = -2%	C = -2.7	D = 1%	E = -15%	F = 1.0%[9.22 µM]	G = 2%	H = i	I = 1%

4) CCC(CC)C(=O)Nc1cccc(C(=O)NCCc2ccc(S(N)(=O)=O)cc2)c1
  A = -5%	B = -5%	C = 3.7	D = 10%	E = 0%	F = 0.4%	G = -4%	H = i	I = -19%

5) CCOC(=O)CN1C(=O)C(O)=C(C(C)=O)C1c1ccc(F)cc1 (stereo not given)
  A = 2%	B = 16%	C = 1.0	D = 4%	E = -18%	F = 0.7%	G = -4%	H = i	I = nt

6) CCOC(=O)c1c(C)[nH]c(C)c1S(=O)(=O)N1CCC(C(=O)N2CCN(c3ccccc3)CC2)CC1
  A = 3%	B = -20%	C = nt	D = nt	E = -6%	F = 0.2%	G = -8%	H = i	I = nt

7) CCN(c1ccccc1)S(=O)(=O)c1ccc(OCC(=O)N2CCCC2)cc1
  A = 0%	B = 4%	C = 0.5	D = -3%	E = nt	F = -0.5%	G = -18%	H = i	I = 2%

8) CCn1c(SCC(N)=O)nnc1-c1ccc(OC)c(OC)c1
  A = 4%	B = -9%	C = -1.7	D = 7%	E = 1%	F = -0.2%	G = -9%	H = i	I = 2%

9) CCCCC(=O)Nc1cc(OC)c(NC(=S)NC)cc1OC
  A = 5%	B = 13%	C = 0.3	D = 8%	E = -22%	F = -0.8%	G = -98%	H = i	I = 1%

10) CCOC(=O)Cn1c(CN2CC(C)OC(C)C2)nc2c1c(=O)n(C)c(=O)n2C (stereo not given)
  A = -3%	B = 13%	C = -0.5	D = 14%	E = -3%	F = -0.2%	G = -16%	H = ?	I = 1%

11) Cc1ccc(CN2CCN(/N=C/c3ccccc3)CC2)cc1
  A = 0%	B = -7%	C = 0.6	D = 11%	E = 0%	F = 0.5%	G = -39%	H = i	I = -2%

12) COCCCNC(=O)CCCN1C(=O)c2cccnc2Sc2ccccc21
  A = 0%	B = -15%	C = -3.1	D = 8%	E = 0%	F = 2.3%	G = -70%	H = i	I = -8%

13) CCOCCn1ccc2c(OCC(=O)Nc3cccc([N+](=O)[O-])c3)cccc2c1=O
  A = 7%	B = ?	C = nt	D = nt	E = -9%	F = 13%	G = -3%	H = i	I = nt

14) COc1ccc(CC(=O)NC(CC(=O)O)c2cccc([N+](=O)[O-])c2)cc1 (stereo not given)
  A = 4%	B = 10%	C = -1.1	D = -5%	E = -12%[11.3 µM]	F = -0.6%	G = -5%	H = i	I = 1%

15) COc1cccc(NC(=O)CN(C)C(=O)/C=C/c2cn(-c3ccccc3)nc2-c2cccs2)c1
  A = -26%	B = 0%	C = 1.6	D = -1%	E = -12%	F = -1.6%	G = -9%	H = i	I = ?

16) Cc1ccc(-n2ncc(C(=O)NC3CCN(Cc4ccccc4)CC3)c2C2CCN(C(=O)OC(C)(C)C)CC2)cc1C
  A = -24%	B = ?	C = nt	D = nt	E = nt	F = 5.3%	G = -80%	H = nt	I = 1%

17) CC1=NN(C(=O)c2csc(C(C)C)c2)C(O)(C(F)(F)F)C1 (stereo not given)
  A = 1%	B = ?	C = -4.7	D = 6%	E = -18%	F = 3.9%	G = -41%	H = i	I = 11%

18) COc1ccccc1NC(=O)Nc1nnc(Cc2ccc(F)cc2)s1
  A = 1%	B = -6%	C = 0.2	D = 0%	E = nt	F = 0.4%	G = 12%	H = nt	I = ?

19) CS(=O)(=O)C1=NN2C(=N)/C(=C\c3ccc(OCCOc4ccccc4)cc3)C(=O)N=C2S1
  A = -20%	B = 4%	C = -0.2	D = -8%	E = -10%	F = 2.1%	G = 2%	H = i	I = -22%

20) COc1cc(CNC23CC4CC(CC(C4)C2)C3)ccc1OCc1ccccc1
  A = -4%	B = 19%	C = -2.8	D = 0%	E = 12%	F = 2.9%	G = -25%	H = i	I = -1%

21) O=C(CSc1nc2ccc(Nc3nc(N4CCOCC4)nc(N4CCOCC4)n3)cc2s1)Nc1ccccc1F
  A = -19%	B = 1%	C = -3.4	D = 3%	E = ?	F = -1.9%	G = -8%	H = ?	I = ?

22) O=C(NCCC1CCCCN1S(=O)(=O)c1ccc(F)cc1)C(=O)NC1CC1 (stereo not given)
  A = -1%	B = 0%	C = -2.1	D = 3%	E = -5%	F = 0.3%	G = 6%	H = i	I = 4%

23) CC1CCCN(CC(O)COCC2COc3ccccc3O2)C1 (stereo not given)
  A = 17%	B = ?	C = -1.9	D = -9%	E = 1%	F = -0.1%	G = 4%	H = i	I = nt

24) CCOC(=O)c1c(C)[nH]c(C(=O)OCC(O)=C(C#N)c2nc3ccccc3[nH]2)c1C
  A = 2%	B = ?	C = -0.3	D = 2%	E = -24%	F = 5.0%	G = -45%	H = i	I = -12%

25) CCN(CC)CCN(C(=O)CCS(=O)(=O)c1ccccc1)c1nc2cc(C)cc(C)c2s1
  A = 5%	B = 16µM*	C = -4.7	D = -4%	E = -30%	F = ?	G = 18µM*	H = i	I = -1%

26) COc1c(OC(C)=O)ccc(/C=C/c2ccc3ccccc3n2)c1[N+](=O)[O-]
  A = -16%[1.84 µM]	B = ?	C = -1.1	D = 9%	E = -41%	F = -0.5%	G = -53%	H = 22µM*	I = 15%

27) CCN1CCCC1CNC(=O)c1cc(COc2ccc(C)c(C)c2)on1 (stereo not given)
  A = 5%	B = 1%	C = 1.5	D = 10%	E = 24%	F = 1.6%	G = -2%	H = i	I = ?

28) COc1ccc2[nH]c3c(c2c1)CCN1C(=O)C(CC(=O)NCc2ccco2)C[C@H](C(=O)N2CCOCC2)[C@@]31C (stereo not given in full)
  A = -3%	B = 2%	C = 0.3	D = 10%	E = 4%	F = -0.5%	G = -1%	H = i	I = -5%

29) Cc1ccc(-c2c(=O)n(O)c3ccccc3[n+]2[O-])cc1
  A = -9%	B = 22%	C = 0.5	D = 7%	E = 31%	F = -0.1%	G = 2%	H = i	I = -12%

30) C=CCn1c(Cn2c(-c3cnccn3)nc3ccccc32)nc2ccccc21
  A = nt	B = nt	C = 0.9	D = 9%	E = -7%	F = 0.2%	G = nt	H = i	I = nt

31) O=C(Cn1c(=O)n(-c2ccc(F)cc2)c(=O)c2sc3ccccc3c21)NC1CCCCC1
  A = -10%	B = ?	C = nt	D = nt	E = -8%	F = -1.1%	G = -1%	H = ?	I = -8%

32) CCCCCCCCOC(=O)c1cc([N+](=O)[O-])c(Sc2ncnc3nc[nH]c23)c([N+](=O)[O-])c1
  A = -24%	B = 7.1µM*	C = -0.7	D = -25%	E = ?	F = 21%	G = 13µM*	H = nt	I = -20%

33) CCOC(=O)c1sc(NC(=O)CSc2nnc(C(C)C)n2CC)nc1C
  A = 0%	B = -15%	C = -1.0	D = 4%	E = -5%	F = -0.1%	G = 4%	H = i	I = 18%

34) O=C1[C@@H]2[C@H](C(=O)N1Cc1ccco1)[C@H]1C=C[C@@H]2C1
  A = 3%[1.84 µM]	B = -1%	C = -0.1	D = -1%	E = 22%	F = -0.4%	G = 30%	H = ?	I = 10%

35) CCOc1cc(S(=O)(=O)n2cc(-c3ccc(F)cc3)c(N)n2)cc(OCC)c1OCC
  A = -3%	B = ?	C = -0.5	D = 18%	E = -23%	F = 0.2%	G = -7%	H = i	I = ?

36) CCOC(=O)Cn1c(C)cc(=O)c2cccc(C)c21
  A = 4%	B = 2%	C = 0.6	D = 0%	E = -5%	F = -1.0%	G = 2%	H = i	I = -6%

37) CCCNC(=O)C1CC(=O)N(c2ccc(OCC(=O)Nc3cccc(C)c3C)cc2)C1 (stereo not given)
  A = 3%	B = -5%	C = -1.9	D = -3%	E = 3%	F = 0.0%	G = -14%	H = i	I = 3%

38) Cc1cc(C)n(CCc2nc(-c3ccc(C)o3)cs2)n1
  A = 3%	B = 12%	C = -2.6	D = 12%	E = 15%	F = 0.3%	G = -2%	H = i	I = nt

39) CC1CN(C(=O)CCC(=O)N2CCCCC2)c2cc(Cl)ccc2O1 (stereo not given)
  A = 1%	B = -4%	C = -2.4	D = 0%	E = 0%	F = 0.3%	G = -10%	H = i	I = -1%

40) CCOc1ccc(Nc2nc(Cc3nnc(SCC(=O)c4ccc(C)c(C)c4)o3)cs2)cc1
  A = -10%	B = -13%	C = -4.2	D = 18%	E = -36%	F = -0.3%	G = -14%	H = i	I = ?

41) CCCOc1ccc(C(=O)Nc2ccc3c(c2)OCCO3)cc1
  A = 7%	B = -16%	C = -1.7	D = -5%	E = -1%	F = -0.6%[9.22 µM]	G = -7%	H = i	I = ?

42) O=C(Nc1ccc(Cl)cn1)c1ccc2c(c1)OCCO2
  A = -6%	B = -15%	C = 2.4	D = 9%	E = 55%[activator][11.3 µM]	F = -0.7%	G = -21%	H = i	I = ?

# Ordered by the number under EPAC2 agonist (largest number first): three from the list above
entry	compound	EPAC2 agonist
40	CCOc1ccc(Nc2nc(Cc3nnc(SCC(=O)c4ccc(C)c(C)c4)o3)cs2)cc1	18%
37	CCCNC(=O)C1CC(=O)N(c2ccc(OCC(=O)Nc3cccc(C)c3C)cc2)C1 (stereo not given)	-3%
41	CCCOc1ccc(C(=O)Nc2ccc3c(c2)OCCO3)cc1	-5%
